Compound activity: PubChem, several laboratories
RTF Ca sens inh: cardiac RTF calcium sensitivity inhibitors, primary screen, biochemical, IANBD-TnC fluorescence, EC70 calcium | 340,000 tested, 0.12% active | IANBD-labeled cardiac RTF, Ca2+ fluorescence | inhibition, % at 7.15 µM | Troponin I, cardiac muscle (Homo sapiens) + Troponin T, cardiac muscle (Homo sapiens) + …;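 active = inhibition above the mean inhibition of all tested compounds plus 3 SD, cut at about 17% in these data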;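 note: assay run at fixed EC70 calcium of 1.6 mM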
LANA DNA inh: inhibitors of KSHV C-LANA binding to DNA, primary screen, biochemical, fluorescence polarization, FAM-LBS DNA, MBP-C-LANA, single point; Kaposi's sarcoma herpesvirus LANA C-terminal domain (residues 932-1162) DNA binding; inhibition, % at 9 µM; 340,000 tested, 0.078% active; AID 504423, 2011;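 active = highest replicate inhibition at or above 60% at 9 µM, even if other replicates fall short; inactive = all replicates below 60% inhibition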;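 note: 0% = neutral control wells and 100% = 4 µM acridine orange control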
Keap1 Nrf2 FP: Keap1-Nrf2 protein-protein interaction inhibitors, primary screen, biochemical, fluorescence polarization, single point; Kelch-like ECH-associated protein 1 (Homo sapiens), Q14145; Keap1 Kelch-Nrf2 peptide fluorescence polarization, 1536-well; inhibition, % at 9.4 µM; 340,000 tested, 0.15% active; in the data active = inhibition above about 12%;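 note: human Keap1 Kelch domain with fluorescein labeled Nrf2 9mer peptide probe; 0% = neutral control wells and 100% = peptide positive control; higher means more block of Keap1 binding to Nrf2 peptide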
NSD2 inh: NSD2 histone methyltransferase inhibitors, primary screen, biochemical, AlphaScreen, single concentration, set 2 | Histone-lysine N-methyltransferase NSD2 (Homo sapiens), O96028 | NSD2 peptide methylation, 120 min | inhibition, % at 12.5 µM | 310,000 tested, 0.54% active; in the data active = inhibition above about 50%
Target sequence (O96028 whole entry, looked up): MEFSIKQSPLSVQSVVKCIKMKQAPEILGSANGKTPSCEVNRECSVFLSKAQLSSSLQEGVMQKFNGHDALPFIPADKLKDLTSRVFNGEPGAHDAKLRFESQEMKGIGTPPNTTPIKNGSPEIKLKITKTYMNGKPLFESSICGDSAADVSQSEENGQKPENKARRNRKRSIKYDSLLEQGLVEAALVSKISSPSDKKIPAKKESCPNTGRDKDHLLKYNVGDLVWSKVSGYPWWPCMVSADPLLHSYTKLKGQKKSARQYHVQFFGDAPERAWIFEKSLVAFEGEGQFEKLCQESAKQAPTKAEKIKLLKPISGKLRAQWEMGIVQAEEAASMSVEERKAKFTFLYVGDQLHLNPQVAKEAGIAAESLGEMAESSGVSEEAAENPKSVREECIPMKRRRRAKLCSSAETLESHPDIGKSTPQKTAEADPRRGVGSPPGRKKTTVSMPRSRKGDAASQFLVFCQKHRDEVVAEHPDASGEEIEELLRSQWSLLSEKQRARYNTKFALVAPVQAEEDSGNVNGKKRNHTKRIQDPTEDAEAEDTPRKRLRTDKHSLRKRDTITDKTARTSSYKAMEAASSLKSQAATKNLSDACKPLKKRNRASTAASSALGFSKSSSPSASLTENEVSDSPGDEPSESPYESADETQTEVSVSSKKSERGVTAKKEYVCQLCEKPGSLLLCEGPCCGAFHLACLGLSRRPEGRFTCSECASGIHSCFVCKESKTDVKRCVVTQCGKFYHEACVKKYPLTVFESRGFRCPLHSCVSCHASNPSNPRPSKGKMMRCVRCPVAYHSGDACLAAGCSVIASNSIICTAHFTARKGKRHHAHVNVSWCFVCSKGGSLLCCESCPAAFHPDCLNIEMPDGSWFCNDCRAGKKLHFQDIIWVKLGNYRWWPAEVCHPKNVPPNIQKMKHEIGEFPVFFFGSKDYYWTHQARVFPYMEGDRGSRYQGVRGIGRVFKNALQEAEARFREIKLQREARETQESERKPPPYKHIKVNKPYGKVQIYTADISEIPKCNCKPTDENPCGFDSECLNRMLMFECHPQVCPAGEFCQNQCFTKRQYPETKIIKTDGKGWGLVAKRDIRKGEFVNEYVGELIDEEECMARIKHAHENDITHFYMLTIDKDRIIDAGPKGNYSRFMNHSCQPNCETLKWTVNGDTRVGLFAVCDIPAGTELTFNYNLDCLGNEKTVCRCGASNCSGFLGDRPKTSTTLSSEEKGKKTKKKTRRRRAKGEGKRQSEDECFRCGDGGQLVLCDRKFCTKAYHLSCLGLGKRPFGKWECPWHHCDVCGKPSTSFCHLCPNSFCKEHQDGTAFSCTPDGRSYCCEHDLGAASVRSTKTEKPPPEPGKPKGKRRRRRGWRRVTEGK
SR-BI HDL uptake: inhibitors of SR-BI mediated HDL lipid uptake, primary screen, ldlA[mSR-BI] cells, fluorescence, single point | Scavenger receptor class B member 1 (Mus musculus), Q61009 | ldlA[mSR-BI] CHO cells, DiI-HDL uptake fluorescence, 3 h | inhibition, % at 12.5 µM | 320,000 tested, 0.96% active | AID 488896, 2010;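 active = mean replicate inhibition of at least 70% and a set share of replicates each scoring 70 or more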;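 note: 0% = median of neutral control wells and 100% = median of positive control wells; values of inactives mirror those of a sister screen read the other way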
PvdQ inh: P. aeruginosa PvdQ acylase inhibitors, primary screen, biochemical, fluorescence, plate reader and imaging, single point; 340,000 tested, 0.063% active; AID 488965, 2010; inhibition, % at 10 µM; purified PvdQ acylase; in the data active = inhibition above about 30%, passing the limit was not always enough;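 note: 0% = vehicle neutral wells and 100% = reference inhibitor wells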
DAGLB inh: DAGLB lipase inhibitors, primary screen, biochemical, fluorescence, HTS. Diacylglycerol lipase-beta (Homo sapiens), Q8NCG7. HEK293T DAGLB membrane lysate, EnzChek fluorogenic substrate. inhibition, % at 5.17 µM. 340,000 tested, 0.059% active; in the data active = inhibition above about 34%;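 note: 0% = enzyme with vehicle and 100% = wells lacking enzyme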
Arrestin-AP2 inh: inhibitors of beta-arrestin/AP2 binding, primary screen, biochemical, GPCR trafficking, flow cytometry; FITC-arrestin peptide / GST-AP2 beads; AP2 beta2 appendage carries R879A mutation; inhibition, % at 10 µM; 340,000 tested, 0.31% active; AID 504490, 2011;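 active = inhibition above a set limit, near 3 SD of compounds lacking own fluorescence, cut at about 54% in these data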;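 note: plate controls were DMSO wells for no effect and 5 µM unlabelled arrestin peptide for full effect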
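System: GST-AP2 R879A bound to glutathione beads, E. coli-expressed. Also added: 50 nM FITC-arrestin peptide. Schedule: compound with beads 12 min RT, then probe 1 h RT. Signal: bead flow cytometry, FITC channel. Read-out basis: percent response.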
SR-BI uptake up: activators of SR-BI mediated DiI-HDL uptake, primary screen, ldlA[mSR-BI] CHO cells, DiI fluorescence | activation, % at 12.5 µM | 3 h; 100 = double the neutral-control signal | 320,000 tested, 0.096% active;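 active = mean replicate activation of at least 60% and every replicate at or above 60%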;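 note: 0% = median plate neutral-control signal and 100% = twice that signal; values of inactives mirror those of a sister screen read the other way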
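System: LDL receptor-deficient CHO ldlA cells overexpressing murine SR-BI | Timing: 3 h uptake period with compound, 37 °C | Medium: HEPES-buffered (25 mM, pH 7.4) F12 plus 0.5% BSA | Dosing: Single-point compound dose | Signal: Bottom-read fluorescence, 550/595 nm | Read-out: Retained DiI signal reflecting DiI-HDL uptake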
PKA-R2B act: activators of PKA-R2B holoenzyme, primary screen, biochemical, fluorescence polarization, Cy5-IP20, human; cAMP-dependent protein kinase catalytic subunit beta (Homo sapiens) + cAMP-dependent …; PKA-R2B holoenzyme dissociation; R2B truncated from residue 108, S112A mutant; 0% DMSO only, 100% 113 µM cGMP; activation, % at 11.4 µM; 340,000 tested, 0.079% active; AID 504700, 2011;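 active = activation above a cutoff set at the mean over all compounds plus 3 SD, cut at about 18% in these data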;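 note: higher means more holoenzyme dissociation and a rise in polarization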
Numbers without * were called inactive; . = not tested or not shown.

1: O=C(Nc1ccccn1)c1ccc2ccccc2c1O
2: COc1ccc(NC2=CC(=S)NC(C)(C)C2)cc1
3: CSc1nc(Oc2ccccc2)c2sccc2n1
4: CN(C)C(=O)CCc1ccc2c3c([nH]c2c1)[C@]1(CCc2ccccc2)[C@@H](C(=O)N2CCCCC2)C[C@H](CC(=O)NCCc2ccccn2)C(=O)N1CC3
5: Cc1ccc(C(=O)Nc2c(C)cc(-c3ccccc3)oc2=O)cc1
6: CC(=O)Oc1cc2c(C(=O)NCCN3CCOCC3)c(C)oc2c2ccccc12
7: COC(=O)c1cc(=O)n(Cc2ccco2)c(=Nc2ccc(F)cc2)s1
8: Cc1ccc(C)c(NC(=O)CCN2CCN(c3ccccc3F)CC2)c1
Screen / compound no.,1,2,3,4,5,6,7,8
RTF Ca sens inh,-5,-18,5,-4,7,-1,-6,-3
LANA DNA inh,-0.6,-1.0,-0.3,-0.8,-0.4,-0.7,-0.1,1.2
Keap1 Nrf2 FP,-4,-24,-3,3,0,-8,-5,2
NSD2 inh,9,3,-2,.,-4,2,.,5
SR-BI HDL uptake,5,23,11,1,-2,2,-4,17
PvdQ inh,7,1,-15,-7,-2,-2,-6,-1
DAGLB inh,-3,-2,-6,0,1,1,-2,-1
Arrestin-AP2 inh,17,32,-4,20,-6,-3,10,-2
SR-BI uptake up,-5,-23,-11,-1,2,-2,4,-17
PKA-R2B act,-11,5,-3,3,-6,2,1,3

9: O=C(O)CCCN1C(=O)C2C3c4ccccc4C(c4ccccc43)[C@@H]2C1=O (some centres undefined)
10: Cc1ccc(NS(=O)(=O)c2c(C)[nH]c(C)c2C(=O)N2CCCCC2)c(Cl)c1
11: CC(C)C(=O)Nc1ccc(C(=O)NNC(=S)NC(=O)c2ccccc2[N+](=O)[O-])cc1
12: Oc1c(Br)cc(Br)cc1C=Nc1ccc2c(c1)OCO2
13: CN(/N=C/c1ccc(O)cc1O)c1nc(-c2ccccc2)cc(-c2ccccc2)n1
14: CCOc1ccc(-n2c(SCC(=O)Nc3cc(C(=O)O)ccc3Cl)nc3ccccc3c2=O)cc1
15: CC1(C)Cc2c(cnn2-c2ccc(F)cc2)C(NC(=O)C(C)(C)O)C1 (centres undefined)
16: CC(=O)c1cccc(NC(=O)C2COc3ccccc3O2)c1 (centres undefined)
Screen / compound no.,9,10,11,12,13,14,15,16
RTF Ca sens inh,-17,-17,-2,-11,5,-52,-4,-3
LANA DNA inh,-1.7,0.1,-0.2,3.4,2.2,0.9,1.8,1.0
Keap1 Nrf2 FP,0,-4,-2,2,-7,-3,6,0
NSD2 inh,42,4,-16,-1,-1,.,-3,-4
SR-BI HDL uptake,-11,-5,6,10,90*,-14,-10,3
PvdQ inh,-14,-10,-1,-12,-2,5,-3,-2
DAGLB inh,1,2,2,7,1,1,-2,-5
Arrestin-AP2 inh,12,4,-47,1,6,29,37,32
SR-BI uptake up,11,5,-6,-10,-90,14,10,-3
PKA-R2B act,-7,4,-8,-9,3,6,7,0

17: COc1ccc(S(=O)(=O)N2CCN(c3ncccn3)CC2)cc1[N+](=O)[O-]
18: CCN(Cc1ccccc1)C(=O)c1cc2c(=O)oc3ccc(C)cc3c2s1
19: O=C(Nc1ccc(NC(=O)c2cc3ccccc3o2)cc1)c1ccco1
20: Cn1cnnc1SCCNS(=O)(=O)c1ccccc1
21: CN1C(=O)C2(C(C#N)=C(N)N(c3ccc(Cl)cc3)C3=C2C(=O)CC(C)(C)C3)c2ccccc21 (centres undefined)
22: Cc1ccc(-n2nnnc2SCc2ccccn2)cc1C
23: O=c1c2ccccc2nc(-c2ccccc2)n1Cc1ccc(Cl)cc1
24: COc1cccc(CN2CC(C(=O)N3CCCCCC3)CCC2=O)c1 (centres undefined)
Screen / compound no.,17,18,19,20,21,22,23,24
RTF Ca sens inh,-8,1,3,-1,3,7,-2,-8
LANA DNA inh,-1.4,-0.1,-1.7,-0.1,1.4,1.3,-2.0,-0.2
Keap1 Nrf2 FP,-8,-3,2,-1,2,-5,-2,-6
NSD2 inh,1,.,3,5,-1,-18,-9,0
SR-BI HDL uptake,-7,22,10,-4,-3,-6,5,-24
PvdQ inh,13,7,-6,0,18,-11,1,-14
DAGLB inh,3,-13,2,2,2,-6,-5,4
Arrestin-AP2 inh,0,2,3,8,11,-4,7,2
SR-BI uptake up,7,-22,-10,4,3,6,-5,24
PKA-R2B act,12,-5,11,0,-6,0,-4,-7

6 entries picked at random from the list so far, as already listed:
19: O=C(Nc1ccc(NC(=O)c2cc3ccccc3o2)cc1)c1ccco1
21: CN1C(=O)C2(C(C#N)=C(N)N(c3ccc(Cl)cc3)C3=C2C(=O)CC(C)(C)C3)c2ccccc21 (centres undefined)
17: COc1ccc(S(=O)(=O)N2CCN(c3ncccn3)CC2)cc1[N+](=O)[O-]
22: Cc1ccc(-n2nnnc2SCc2ccccn2)cc1C
20: Cn1cnnc1SCCNS(=O)(=O)c1ccccc1
24: COc1cccc(CN2CC(C(=O)N3CCCCCC3)CCC2=O)c1 (centres undefined)
Screen / compound no.,19,21,17,22,20,24
RTF Ca sens inh,3,3,-8,7,-1,-8
LANA DNA inh,-1.7,1.4,-1.4,1.3,-0.1,-0.2
Keap1 Nrf2 FP,2,2,-8,-5,-1,-6
NSD2 inh,3,-1,1,-18,5,0
SR-BI HDL uptake,10,-3,-7,-6,-4,-24
PvdQ inh,-6,18,13,-11,0,-14
DAGLB inh,2,2,3,-6,2,4
Arrestin-AP2 inh,3,11,0,-4,8,2
SR-BI uptake up,-10,3,7,6,4,24
PKA-R2B act,11,-6,12,0,0,-7

Later entries.
25: CC(C)c1nnc(NC(=O)CS(=O)(=O)Cc2ccccc2)s1
26: O=C(Nc1ccc(OC(F)F)cc1)c1ncc(Cl)c(Cl)c1Cl
27: O=C(CSc1nnc(-c2ccco2)n1-c1ccccc1)N1CCN(C(=O)c2ccco2)CC1
28: O=C(NCC1CCCO1)C(=O)N/N=C/c1cc(Cl)ccc1O (centres undefined)
29: CN1CCN(c2ccc(S(=O)(=O)N3CCOCC3)cc2NC(=O)Cc2ccccc2F)CC1
30: O=C(COc1ccc(Cl)cc1Cl)N1CCN(c2ccccn2)CC1
31: CCCCCC(=O)Nc1ccc(C(=O)COC(=O)Cn2cnc3c2c(=O)n(C)c(=O)n3C)cc1
32: CCCCc1ccc(NC(=S)N2CCCC(C)C2)cc1 (centres undefined)
Screen / compound no.,25,26,27,28,29,30,31,32
RTF Ca sens inh,-3,-6,-13,4,-8,9,-25,-5
LANA DNA inh,1.2,-4.5,-1.4,1.2,0.3,0.4,-1.8,-2.3
Keap1 Nrf2 FP,-5,1,-5,-6,-4,-5,1,4
NSD2 inh,-1,-6,-2,-1,0,-5,-2,-1
SR-BI HDL uptake,-13,-3,-12,19,-6,-10,3,12
PvdQ inh,-12,18,-13,-11,-18,-12,-1,1
DAGLB inh,-1,-8,-3,5,0,-2,-1,-5
Arrestin-AP2 inh,6,9,2,-5,1,-1,29,11
SR-BI uptake up,13,3,12,-19,6,10,-3,-12
PKA-R2B act,11,-8,0,1,6,-7,5,-1

33: CC1CCN(C(=O)CN2C(=O)NC(C)(c3ccc4ccccc4c3)C2=O)CC1 (centres undefined)
34: O=C(NC(=S)Nc1nc(-c2ccc(Cl)cc2)cs1)c1cccs1
35: CS(=O)(=O)Nc1ccc(C(=O)NCc2ccco2)cc1
36: O=Cc1cc(Cl)ccc1OCCN1CCC(Cc2ccccc2)CC1
37: Cc1ccc(C(=O)NC2CCN(CC(=O)Nc3ccccc3Cl)CC2)cc1
38: O=C1C2CCCN2C(c2ccccc2)N1c1ccc(F)cc1 (centres undefined)
39: O=C(Nc1ccccc1)OCCc1ccccn1
40: COc1ccc([N+](=O)[O-])cc1NC(=O)COC(=O)/C=C/c1ccco1
Screen / compound no.,33,34,35,36,37,38,39,40
RTF Ca sens inh,-5,4,-5,-4,-2,-3,8,-8
LANA DNA inh,1.0,0.9,0.3,1.3,-0.8,0.8,0.1,-1.8
Keap1 Nrf2 FP,-1,1,-6,-2,0,-4,1,-7
NSD2 inh,-1,4,8,2,-3,.,3,-2
SR-BI HDL uptake,3,7,-19,-15,-10,-15,-17,13
PvdQ inh,-7,-8,-14,8,-15,-12,2,-10
DAGLB inh,0,-2,0,-5,-3,1,2,-9
Arrestin-AP2 inh,-14,35,0,40,-12,10,2,6
SR-BI uptake up,-3,-7,19,15,10,15,17,-13
PKA-R2B act,-5,-8,-6,-9,7,7,6,-1

41: Fc1ccc(Nc2nnc(C(F)(F)F)s2)cc1Cl
42: COc1ccc(Oc2coc3c(CN4CCOCC4)c(O)ccc3c2=O)cc1
43: CCN1CCCC1CNC(=O)Cn1ncc2c(=O)oc3ccc(C)cc3c21 (centres undefined)
44: COc1cc(NC(=O)CN2C(=O)NC(C)(c3ccccc3)C2=O)c(C)cc1[N+](=O)[O-] (centres undefined)
45: CCOc1ccc(NC(=O)CSc2nnc(-c3ccco3)n2N)cc1
46: COC(=O)[C@H](C)NC(=O)Nc1ccc(S(N)(=O)=O)cc1
47: CCc1ccccc1NC(=S)NCCSc1ccc(Cl)cc1
48: Cc1ccc(S(=O)(=O)c2nc(S(=O)(=O)CCO)sc2N2CCOCC2)cc1
49: COc1ccc(-c2ccc3oc(-c4ccc(OC)cc4)c(-c4ccc(OC)cc4)c3c2)cc1
50: Nc1c(C(=O)N2CCCCC2)sc(=S)n1-c1ccccc1
Screen / compound no.,41,42,43,44,45,46,47,48,49,50
RTF Ca sens inh,2,4,1,-24,0,3,-1,-3,-15,5
LANA DNA inh,0.1,-1.1,-0.3,1.7,-0.5,-0.4,-3.0,0.7,1.7,-0.2
Keap1 Nrf2 FP,0,2,1,-3,4,-4,-5,-2,3,-1
NSD2 inh,-2,.,.,-1,-8,4,27,0,.,2
SR-BI HDL uptake,7,-33,-29,20,-16,-10,36,-14,-2,12
PvdQ inh,-1,-9,-1,-24,-10,-3,-3,-6,-18,-19
DAGLB inh,-5,-1,-1,1,3,4,-6,2,-2,-1
Arrestin-AP2 inh,1,3,28,-6,20,-8,6,5,-3,-6
SR-BI uptake up,-7,33,29,-20,16,10,-35,14,2,-12
PKA-R2B act,-6,-4,-5,3,8,-8,-1,9,0,-5

Compounds were not picked by outcome, and some 2.1% of all compounds hit somewhere here.
